# influenza NS1A: H1N1 influenza NS1A inhibitors, functional cell based assay (AID 504329); NS1A functional cell-based assay, percent inhibition; higher % means a stronger effect; one-dose inhibition, % at 12.5 µM; IC50 in µM for titrated hits; 340,000 compounds, 0.3% hits; in the data active = a potency from the dose series; inconclusive = inhibition above about 27% without an active follow-up result; note: strong numbers were not always called active
# tuberculosis growth: growth inhibition of non-replicating M. tuberculosis (AID 488890). 320,000 compounds, 0.39% hits. Mycobacterium tuberculosis non-replicating, growth inhibition; higher % means a stronger effect. one-dose inhibition, % at 25 µM; IC50 in µM for titrated hits; in the data active = a potency from the dose series; inconclusive = inhibition mostly from about 82% at the one dose, without a potency; inactive = the rest, 99 in 100 with inhibition below about 76%;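 note: plate controls were DMSO cells for no effect and high antibiotic wells for full effect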
# Salmonella PhoP GFP: PhoP regulon inhibitors, Salmonella typhi PhoP promoter GFP reporter, confirmatory (AID 1850). 310,000 compounds, 0.33% hits. inhibition, % at 50 µM, or IC50 in µM where a hit was titrated. Salmonella Typhi PhoP-promoter GFP reporter, fluorescence, 4 h; higher % means a stronger effect; in the data active = a potency from the dose series; inconclusive = inhibition mostly from about 25% at the one dose, without a potency; inactive = the rest, 99 in 100 with inhibition below about 19%;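 note: 0% = induced wells with vehicle and 100% = uninduced wells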
# M. tuberculosis HTS: M. tuberculosis growth inhibition, HTS (AID 449762); M. tuberculosis H37Rv growth inhibition, 7H9 media; higher % means a stronger effect; inhibition, % at 25 µM, or IC50 in µM where a hit was titrated; 330,000 compounds, 0.59% hits; in the data active = a potency from the dose series; inconclusive = inhibition above about 70% without an active follow-up result;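 note: bacterial growth assessed after seven days of incubation; strong numbers were not always called active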
# VEEV TC-83 Vero: inhibitors of VEEV TC-83 cytopathic effect, confirmation, Vero cells (AID 588727); 350,000 compounds, 0.13% hits; inhibition, % at 20 µM; hits with a dose series show IC50 in µM; Vero cells, VEEV TC-83 cytopathic effect inhibition; higher % means a stronger effect; in the data active = a potency from the dose series; inconclusive = inhibition mostly from about 14% at the one dose, without a potency; inactive = the rest, 99 in 100 with inhibition below about 12%; note: strong numbers were not always called active
# VEEV TC-83 Vero 10K pilot screen: recorded beside VEEV TC-83 Vero, whose call it bears; inhibition, %; measured here: 10K pilot screen inhibition
# * = called active by the depositor; i = inactive; ? = inconclusive; · = no result given.
SMILES,influenza NS1A,tuberculosis growth,Salmonella PhoP GFP,M. tuberculosis HTS,VEEV TC-83 Vero,others
Cc1ccccc1-n1c(C)cc(/C=N/NC(=O)c2ccc(CN3CCOCC3)cc2)c1C,5%,·,-5%,·,8.8%,VEEV TC-83 Vero 10K pilot screen=2.9
CCOc1ccc(OCc2ccc(C(=O)N3N=C(C(F)F)CC3(O)C(F)F)o2)cc1 (stereo not given),-10%,52%,4%,-3%,i,
CCC(=O)c1ccc(OCC(=O)OCC(=O)Nc2ccc(C)c(S(=O)(=O)N3CCCCC3)c2)cc1,1%,1%,·,10%,0.9%,
O=C(COc1ccccc1F)NNC(=O)Cc1ccc(S(=O)(=O)N2CCOCC2)s1,-8%,-18%,-2%,-2%,0.3%,
COc1ccc(NC(=S)NCCN2CCC(C)CC2)cc1,-5%,8%,-4%,-2%,i,
CCOC(=O)C1CCCN(C(=S)NC(=O)/C=C/c2ccc(F)cc2)C1 (stereo not given),6%,1%,5%,-12%,1.4%,
CCN1/C(=C/C=C/C=C/C=C/c2sc3ccccc3[n+]2CC)Sc2ccccc21,5.7µM*,80%,6%,5%,0.1%,
CC(C)(C)OC(=O)C[C@H]1C/C=C\C[C@H](CC(=O)N(CCO)Cc2ccccc2)C(=O)N[C@@H](Cc2ccccc2)COC1=O,-27%,55%,·,-2%,5.8%,
CCN1CCN(S(=O)(=O)c2ccc(-c3cc(C)no3)s2)CC1,0%,-13%,4%,4%,2.3%,
O=C(CNC(=O)OCc1ccccc1)NC1(C(=O)O)CCCC1,5%,·,·,·,3.8%,
CN1C(=O)C(Cc2ccccc2)C(=O)N(C)C1=O,-2%,·,·,·,0.9%,
Cc1ccc(C(=O)O/N=C2\CCCc3ccccc32)cc1,-2%,61%,-5%,-4%,0.3%,
NC(=O)[C@@H]1CCNc2c(I)cc([N+](=O)[O-])cc2C(=O)N[C@@H](CCC(=O)O)C(=O)N[C@@H](CO)C(=O)N1,-16%,-12%,-2%,-2%,5.8%,
Cn1c(=O)[nH]c(=O)c2c1nc(Br)n2CC(O)COc1ccc(Cl)cc1 (stereo not given),-13%,1%,1%,1%,0.6%,
Cc1cc(NS(=O)(=O)N(C)C)ccc1C(C)C,-5%,7%,6%,-3%,i,
CCOC(=O)c1nc2ccccc2c(=O)n1-c1ccc(C)cc1C,2%,3%,3%,-3%,i,
CC(=O)NC(=S)Nc1ccc(S(=O)(=O)Nc2nc(C)cc(C)n2)cc1,-2%,-3%,2%,3%,i,
O=C(NNC1=NS(=O)(=O)c2ccccc21)C1CC(=O)N(c2ccccc2)C1 (stereo not given),5%,-18%,-10%,-1%,0.2%,
CCc1c(C)sc(NC(=S)Nc2cccnc2)c1C(=O)OC,-15%,55%,-6%,-7%,0.6%,
Cc1cccc(NC(=O)CNC(=O)c2ccccc2Cl)n1,-5%,-7%,-8%,-16%,2.0%,
Cc1cc(C)cc(Oc2nc(-c3ccccc3)cc(C)c2S(C)(=O)=O)c1,-8%,34%,-3%,8%,3.5%,
CN1CCC(=O)N([C@H](CO)c2ccccc2)CC1,-4%,-13%,-7%,-8%,0.4%,
CC1(C)Cc2c(cnn2-c2cccc(F)c2)C(NC(=O)c2cc[n+]([O-])cc2)C1 (stereo not given),-6%,2%,4%,7%,4.2%,
COc1ccc(Cn2c(C(F)(F)F)ccc(C(N)=O)c2=O)cc1,-2%,7%,1%,4%,0.4%,
CCN(CC)S(=O)(=O)c1ccc2c(c1)oc(=O)n2CC(=O)N(C)C1CCCCC1,5%,4%,6%,2%,1.4%,
COCCOC(=O)c1c(C)oc2ccc(OCc3ccccc3)cc12,1%,51%,12%,8%,0.6%,
CCCNC(=O)C(=O)N/N=C/c1cccs1,4%,1%,-12%,-2%,0.0%,
Cc1ccc(S(=O)(=O)CCC(=O)NCc2ccco2)cc1,3%,-9%,3%,-10%,1.2%,
CCOc1cc(/C=N\NC(=O)OC(C)(C)C)ccc1OC(=O)c1ccco1,2%,65%,1%,-11%,0.3%,
CCCCOCCCNC(=O)C1c2ccccc2Oc2ccccc21,-2%,58%,0%,-2%,i,
Cc1ccc(CNC(=O)[C@]2(C)CCC[C@@]3(C)C4CC[C@@]5(C)C[C@]4(CCC32)CC5=O)cc1 (stereo not given in full),-3%,35%,·,5%,3.1%,
CSCc1cc(N2CCOCC2)nc(SCc2ccc(Cl)cc2Cl)n1,7%,1%,-12%,9%,2.2%,
CCN(CC)S(=O)(=O)c1ccc(N2CC(C(=O)NCCc3c[nH]c4ccccc34)CC2=O)cc1 (stereo not given),-9%,·,·,·,6.3%,
O=C(/C=C/Nc1ccc(Br)cc1F)c1ccccc1,3%,38%,8%,4%,i,
CC(C)CC1Nc2ncnc(N3CCN(c4ccccc4)CC3)c2N(Cc2ccc(Br)cc2)C1=O (stereo not given),-9%,33%,-17%,1%,0.6%,
CC1(C)Cc2c(sc3c2c2ncnn2c2nnc(SCC(=O)NCc4ccco4)n32)CO1,3%,-13%,1%,0%,2.7%,
COc1ccc(C(=S)N2CCN(S(=O)(=O)c3ccccc3)CC2)cc1,-7%,22%,-6%,9%,1.9%,
CCn1c(C)c(C(C)=O)c(N2CCN(C(c3ccccc3)c3ccccc3)CC2)nc1=S,8%,35%,-11%,?,2.7%,
COc1ccc(CCNC(=O)CS(=O)(=O)c2cn(CC(=O)N3CCCC3)c3ccccc23)cc1OC,-1%,-5%,-2%,-13%,3.3%,
S=C1NCCC12C(=S)Nc1ccccc12 (stereo not given),-8%,12%,-1%,-5%,1.2%,
CC(=O)N1CCN(S(=O)(=O)c2ccccc2)C1c1ccccc1 (stereo not given),-2%,-18%,4%,-3%,0.0%,
COc1ccc(NC(=O)c2ccc(C#CC(C)(C)O)cc2)cc1,2%,56%,-7%,-7%,7.0%,
Cc1ccc2[nH]c3c(c2c1)CCN1C(=O)OC(C)(C)C31C (stereo not given),0%,4%,10%,2%,3.5%,
CC(C)c1ccc(CNc2c([N+](=O)[O-])c(=O)oc3ccccc23)cc1,1%,41%,3%,4%,i,
O=c1oc2ccc(Cl)cc2cc1-c1nnc(Nc2cccc(C(F)(F)F)c2)s1,4%,·,-46%,-5%,0.5%,
O=C(CSc1ccc2c(c1)OCCO2)NCCc1ccc(Cl)cc1Cl,30%,65%,-4%,11%,i,
Cc1c(Cl)cccc1NC(=O)c1ccco1,-3%,29%,-4%,6%,0.4%,
CCCCN(CC(O)COc1cccc(C)c1)CC(O)COc1cccc(C)c1 (stereo not given),7%,77%,10%,?,i,
CCCCOC(=O)C1C2C=CC3(CN(CCc4ccccc4)C(=O)C13)O2 (stereo not given),4%,4%,-11%,-15%,0.8%,
CC(C)(C)OC(=O)C[C@@H]1C/C=C\C[C@@H](CC(=O)N[C@@H](CO)Cc2ccccc2)C(=O)N2CCC[C@H]2COC1=O,-1%,27%,·,2%,i,
CC(=O)c1c(N2CCN(c3ccccn3)CC2)nc(=S)n(-c2ccccc2)c1C,5%,11%,-6%,-7%,1.2%,
CSCCC(NC(C)=O)C(=O)OCC(=O)N(c1ccccc1)c1ccccc1 (stereo not given),-11%,-16%,-2%,2%,1.2%,
Cc1sc2nc3c4ccccc4c(NCc4ccco4)nn3c(=O)c2c1C,-4%,7%,-9%,94%,10%,
CCOC(=O)C1=NN(c2ccccc2)C2=NC(C)=C(C(=O)OC)C(c3cccs3)N12 (stereo not given),-1%,3%,-3%,7%,4.8%,
COC(=O)C1=C(C)NC(=S)NC1c1sccc1C (stereo not given),-5%,5%,-1%,-3%,0.2%,
Cc1ccnc(Nc2nc(-c3ccc(O)c(O)c3)cs2)c1,7%,-20%,-5%,8%,1.6%,
CC(NCc1cc(Br)ccc1OCC(N)=O)C12CC3CC(CC(C3)C1)C2 (stereo not given),0%,22%,8%,1%,i,
CCOc1ccc(N(Cc2cc3ccc(C)cc3[nH]c2=O)C(=O)COC)cc1,7%,10%,4%,-12%,2.5%,
O=C(Oc1ccccc1)N1CCCC1,-15%,15%,1%,-2%,i,
Cc1ccc(SCC(=O)Nc2oc(C)c3c(C)n[nH]c(=O)c23)cc1C,-9%,45%,·,2%,0.7%,
# (continued)
SMILES,influenza NS1A,tuberculosis growth,Salmonella PhoP GFP,M. tuberculosis HTS,VEEV TC-83 Vero,others
CCCCc1nc(NCCO)c(C#N)c2c1CCCC2,2%,12%,-19%,6%,0.6%,
CCOC(=O)C1C(c2ccccc2)N(C)OC1(O)C(F)(F)F (stereo not given),-12%,-3%,-4%,-1%,1.7%,
O=[N+]([O-])c1ccc(NC(=S)N2CCN(c3ccccn3)CC2)cc1,8%,13%,-6%,-2%,0.4%,
COc1ccc(S(=O)(=O)N2Cc3ccccc3CC2C(=O)N2CCOCC2)cc1 (stereo not given),7%,-3%,9%,-6%,0.9%,
O=c1c2ccccc2oc2cc(Br)ccc12,-2%,·,·,·,i,
COc1ccc2nc(SCC(=O)Nc3ccc4[nH]c(=O)[nH]c4c3)[nH]c2c1,-12%,-14%,·,-2%,1.3%,
O=C(COC(=O)c1ccccc1OC(F)F)Nc1ccc(N2CCCCC2)cc1,2%,3%,·,-2%,1.1%,
CC(OC(=O)CCc1nc2ccccc2c(=O)[nH]1)C(=O)c1ccc(C(C)(C)C)cc1 (stereo not given),-5%,26%,-5%,2%,i,
COC(=O)c1ccccc1N1C(=O)[C@@H]2C(c3ccc(F)cc3)=NO[C@@H]2C1=O,-1%,1%,-8%,-10%,2.8%,
COc1ccc(CN2CCC3CC2c2cc(Cl)ccc23)cc1 (stereo not given),-11%,·,·,·,i,
O=C(CCc1ccncc1)NC1CCCc2c1cnn2-c1cc(F)cc(F)c1 (stereo not given),-13%,23%,-30%,12%,i,
CCOC(=O)c1c(C)nn(-c2ccc(NC(=O)c3cccs3)cc2)c1C,-7%,17%,7%,?,6.2%,

# 3 entries out of the list, ordered by formula weight, low to high.
SMILES,influenza NS1A,tuberculosis growth,Salmonella PhoP GFP,M. tuberculosis HTS,VEEV TC-83 Vero,others
CCCCc1nc(NCCO)c(C#N)c2c1CCCC2,2%,12%,-19%,6%,0.6%,
O=c1c2ccccc2oc2cc(Br)ccc12,-2%,·,·,·,i,
O=C(COC(=O)c1ccccc1OC(F)F)Nc1ccc(N2CCCCC2)cc1,2%,3%,·,-2%,1.1%,

# Further records follow:
SMILES,influenza NS1A,tuberculosis growth,Salmonella PhoP GFP,M. tuberculosis HTS,VEEV TC-83 Vero,others
Cc1ccc(NC(=O)NCc2cccnc2)cc1C,20%,-4%,-1%,-7%,6.2%,
CN(C)CCCOC(=O)c1ccc(Br)cc1,-1%,25%,6%,0%,1.1%,
COc1nc(OC)nc(N2CCC(C(=O)Nc3cccc4ccccc34)CC2)n1,3%,12%,-14%,-1%,2.7%,
CC(C)c1cccc(-c2ccc3c(c2)S(=O)(=O)c2cccc(C(=O)NCc4ccccc4)c2C3=O)c1,3%,-11%,·,2%,0.2%,

# Compounds from the list above with a thiophene ring, fused or not, in the order listed:
SMILES,influenza NS1A,tuberculosis growth,Salmonella PhoP GFP,M. tuberculosis HTS,VEEV TC-83 Vero,others
O=C(COc1ccccc1F)NNC(=O)Cc1ccc(S(=O)(=O)N2CCOCC2)s1,-8%,-18%,-2%,-2%,0.3%,
CCN1CCN(S(=O)(=O)c2ccc(-c3cc(C)no3)s2)CC1,0%,-13%,4%,4%,2.3%,
CCc1c(C)sc(NC(=S)Nc2cccnc2)c1C(=O)OC,-15%,55%,-6%,-7%,0.6%,
CCCNC(=O)C(=O)N/N=C/c1cccs1,4%,1%,-12%,-2%,0.0%,
CC1(C)Cc2c(sc3c2c2ncnn2c2nnc(SCC(=O)NCc4ccco4)n32)CO1,3%,-13%,1%,0%,2.7%,
Cc1sc2nc3c4ccccc4c(NCc4ccco4)nn3c(=O)c2c1C,-4%,7%,-9%,94%,10%,
CCOC(=O)C1=NN(c2ccccc2)C2=NC(C)=C(C(=O)OC)C(c3cccs3)N12 (stereo not given),-1%,3%,-3%,7%,4.8%,
COC(=O)C1=C(C)NC(=S)NC1c1sccc1C (stereo not given),-5%,5%,-1%,-3%,0.2%,
CCOC(=O)c1c(C)nn(-c2ccc(NC(=O)c3cccs3)cc2)c1C,-7%,17%,7%,?,6.2%,

# Screening data (PubChem BioAssay)
